Source: PubChem BioAssay
GC-B act = human GC-B receptor activators, primary screen, HEK293 GC-B cells, cGMP TR-FRET, EC30 CNP; activation, % at 10 µM; AID 1920062, 2024; 0% at EC30 CNP, 100% saturating CNP; hit rate 0.11% among 370,000;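 active means activation at 10 µM reaching about 35% in either raw or pattern-adjusted values, limit read from the data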
sPLA2-III inh = human group III sPLA2 inhibitors, primary screen, biochemical, QFRET, BODIPY PC-A2 liposome substrate; hit rate 0.56% among 370,000; inhibition, % at 12.2 µM; AID 743126, 2013; QFRET BODIPY PC-A2 liposome hydrolysis, fluorescence;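 active means inhibition above mean plus 3 SD of compounds lying within the high and low control bounds, cut at about 19% in these data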;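 further: 0% = median of test compound wells and 100% = no enzyme DMSO wells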
Target sequence (Q9NZ20 whole entry, looked up): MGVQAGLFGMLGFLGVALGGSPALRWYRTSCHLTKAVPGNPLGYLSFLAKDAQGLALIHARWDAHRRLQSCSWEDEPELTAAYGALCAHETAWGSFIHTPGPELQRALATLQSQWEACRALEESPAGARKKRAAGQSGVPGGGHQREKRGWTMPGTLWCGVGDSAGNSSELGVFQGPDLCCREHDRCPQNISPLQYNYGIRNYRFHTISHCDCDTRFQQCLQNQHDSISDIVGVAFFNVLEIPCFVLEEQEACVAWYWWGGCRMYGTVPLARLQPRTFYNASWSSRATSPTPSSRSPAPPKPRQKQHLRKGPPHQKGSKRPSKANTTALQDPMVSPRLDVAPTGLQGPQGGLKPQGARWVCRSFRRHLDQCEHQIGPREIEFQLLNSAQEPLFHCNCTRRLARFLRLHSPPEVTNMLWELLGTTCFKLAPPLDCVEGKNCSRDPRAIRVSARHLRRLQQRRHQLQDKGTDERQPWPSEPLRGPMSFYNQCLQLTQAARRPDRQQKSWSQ
hgDAF-12 ag = H. glycines DAF-12 receptor agonists, primary screen, cell-based, luminescence, HEK293, GAL4 fusion, UAS-luciferase | Nuclear hormone receptor DAF-12 (Heterodera glycines), GAL4 fusion | HEK293 GAL4-hgDAF12 UAS-luciferase reporter, agonist luminescence; normalized to butyrate control | activation, % at 6.8 µM | hit rate 1.8% among 370,000 | AID 687014, 2013;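 active means activation above a cutoff set at the mean of all screened compounds plus 3 SD, cut at about 10% in these data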;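 further: 0% = DMSO wells and 100% = sodium butyrate wells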
DAX1 inh-1 = DAX1 (NR0B1) inhibitors on StAR promoter, primary screen, cell-based, luminescence, SF-1 (NR5A1), full-length DAX-1. HEK293T StAR-luciferase reporter, SF-1/DAX-1 repression relief. inhibition, % at 6.8 µM. hit rate 1.1% among 370,000. AID 652010, 2013;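 active means inhibition above the mean over all tested compounds plus 3 SD, cut at about 3.6% in these data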;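 further: 0% = DAX-1 cells with DMSO and 100% = cells lacking DAX-1 with DMSO; higher inhibition means more luminescence from relief of DAX-1 repression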
SMARCA2 act = SMARCA2 (BRM) function activators, primary screen, cell-based, luminescence, high throughput; hit rate 1% among 370,000; activation, % at 9.1 µM; MG213 cells, MMTV-luciferase reporter, dexamethasone, overnight; in the data active means activation above about 7.8%;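 further: 0% = vehicle wells and 100% = reference activator wells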
hcDAF12 agonist = H. contortus DAF-12 nuclear receptor activators, primary screen, cell-based, luminescence, HEK293, lit1-tk-luc reporter. HEK293 hcDAF-12 lit1-tk-luc reporter; 0% DMSO, 100% Δ7-dafachronic acid. activation, % at 6.8 µM. hit rate 1.4% among 370,000. AID 652067, 2013;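 active means activation above the mean of all tested compounds plus 3 SD, cut at about 5.5% in these data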;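 further: 100% = response to 3 µM Δ7-dafachronic acid high control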
GAA850 FXN act = FXN promoter activators, primary screen, cell-based, luciferase luminescence, HEK293 lucGAA850 | HEK293 lucGAA850 FXN promoter luciferase reporter, 24 h; percent of 10 µM SAHA response | activation, % at 6 µM | hit rate 0.56% among 360,000;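 active means activation above the average of all compounds screened plus 3 SD, cutoff fixed separately per campaign, cut at about 7.5% in these data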;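 further: 0% = DMSO wells and 100% = 10 µM SAHA wells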
NPR1 activator = GC-A stimulated cGMP production enhancers – HEK293 GC-A cells, cGMP TR-FRET, EC30 ANP, primary screen | 0% at EC30 ANP, 100% saturating ANP | activation, % at 10 µM | hit rate 0.14% among 370,000; in the data active means activation above about 40%
DAX1 inh-2 = DAX1 (NR0B1) inhibitors, primary screen, cell-based, HEK293, Gal4-DAX1, luciferase luminescence. HEK293 Gal4-DAX1 luciferase reporter. inhibition, % at 6.75 µM. hit rate 0.99% among 340,000. AID 504766, 2011;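 active means inhibition above the mean over all tested compounds plus 3 SD, cut at about 4.2% in these data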;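 further: 0% = DAX1-transfected cells with DMSO and 100% = empty-vector control cells with DMSO; inhibition shows as a rise in luminescence from relieved DAX1 repression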
Target sequence (P51843 207-470 limits assumed): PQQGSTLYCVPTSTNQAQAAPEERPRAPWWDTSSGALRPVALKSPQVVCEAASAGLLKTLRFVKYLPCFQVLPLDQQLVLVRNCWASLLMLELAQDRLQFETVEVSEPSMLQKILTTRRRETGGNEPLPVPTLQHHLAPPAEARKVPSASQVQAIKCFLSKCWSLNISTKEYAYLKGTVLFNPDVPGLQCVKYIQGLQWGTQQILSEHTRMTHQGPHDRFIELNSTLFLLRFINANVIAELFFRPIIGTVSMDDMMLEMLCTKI
KLK7 zymogen act = proKLK7 zymogen activators, primary screen, biochemical, fluorescence intensity | purified proKLK7, EDANS-DABCYL substrate fluorescence; 100% is mature enzyme control, 0% vehicle | activation, % at 7 µM | hit rate 0.9% among 370,000 | Kallikrein-7 (Homo sapiens), P49862;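 active means activation above the mean of all tested compounds plus 3 SD, computed per campaign excluding outliers beyond control limits, cut at about 13% in these data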
Target sequence (P49862 whole entry, looked up): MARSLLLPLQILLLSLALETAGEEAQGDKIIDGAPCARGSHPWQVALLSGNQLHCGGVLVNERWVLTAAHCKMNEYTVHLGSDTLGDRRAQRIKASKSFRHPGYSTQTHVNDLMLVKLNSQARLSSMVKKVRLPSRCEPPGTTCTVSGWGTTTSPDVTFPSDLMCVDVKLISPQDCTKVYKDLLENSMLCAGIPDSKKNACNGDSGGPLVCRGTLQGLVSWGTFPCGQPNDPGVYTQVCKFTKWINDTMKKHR
ssDAF12 agonist = S. stercoralis DAF-12 nuclear receptor activators, primary screen, cell-based, luminescence, HEK293, GRIP1 co-expression, lit1-tk-luc | activation, % at 6.8 µM | hit rate 1% among 370,000 | HEK293 ssDAF-12/GRIP1 lit1-tk-luc reporter; % of 3 µM dafachronic acid response;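 active means activation above the mean over all tested compounds plus 3 SD, cut at about 0.9% in these data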;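 further: 0% = DMSO-only wells and 100% = 3 µM delta7-dafachronic acid wells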
Numbers without * were called inactive; . = not tested or not shown. Compounds as they come, and some 6.7% of all compounds hit somewhere here.

SMILES | GC-B act | sPLA2-III inh | hgDAF-12 ag | DAX1 inh-1 | SMARCA2 act | hcDAF12 agonist | GAA850 FXN act | NPR1 activator | DAX1 inh-2 | KLK7 zymogen act | ssDAF12 agonist
Cc1ccc(COc2ccsc2C(=O)O)cc1 | 3.6 | 0.2 | 1.0 | 0.3 | 0.8 | 0.8 | 0.1 | -2.4 | 2.4 | 0.2 | -1.0
CCOC(=O)c1[nH]c2ccc(OCC)cc2c1NC(=O)CN1CCC2(CC1)OCCO2 | 12.7 | -15.1 | -3.2 | -0.9 | 0.7 | -1.2 | 0.9 | 5.1 | -0.5 | 6.2 | -0.8
COc1cc(/C=N/NC(=O)CSc2ccccn2)ccc1O | -0.1 | -1.8 | 2.3 | -1.0 | 4.3 | -1.6 | -0.5 | -1.3 | -1.4 | -1.3 | -1.2
C=CCc1cccc2ccc(=O)oc12 | -0.9 | 2.8 | 4.0 | -0.2 | -4.8 | -1.0 | -0.8 | 5.8 | -0.3 | 0.3 | -1.3
Cc1cc(Cl)ccc1NC(=O)CSc1nnc(-c2ccncc2)n1Cc1ccco1 | -2.7 | -8.0 | -2.0 | 0.4 | 0.2 | -1.0 | -1.6 | -4.0 | 2.5 | 0.1 | -1.3
CCOC(=O)C1=NN(C(=O)Cc2ccccc2)C(O)(c2ccc(Cl)cc2)C1 (configuration not stated) | -4.4 | -34.3 | -2.4 | -0.6 | -0.7 | -3.5 | 0.1 | -7.7 | -0.2 | 0.5 | -0.9
COc1ccc(/C(C)=N\NC(=O)c2ccco2)cc1 | -2.8 | 7.9 | 23.6* | 3.5 | -4.1 | 3.4 | . | 2.0 | . | 0.1 | -0.6
O=C(Nc1nc2n(n1)C(c1ccccc1)CC(c1ccc(Cl)cc1)N2)c1ccco1 (configuration not stated) | -6.9 | 5.3 | -0.2 | -1.4 | -0.3 | -0.6 | 1.0 | -3.5 | -0.9 | 0.9 | -1.3
O=[N+]([O-])c1ccc(NN=Cc2cccc(O)c2)nc1 | -7.4 | -19.9 | 18.4* | 1.2 | -2.0 | 10.1* | 4.6 | -3.9 | 5.6* | -0.5 | 0.7
COc1ccc(C(=O)Nc2ccc(OCC(F)(F)C(F)F)c(C(F)(F)F)c2)cc1OC | 3.0 | -3.8 | -1.3 | -1.6 | -2.3 | -2.0 | -2.7 | -10.2 | 1.9 | -0.1 | -1.6
COc1cccc(/C=N/NC(=O)CNC(=O)c2ccc3c(c2)OCCO3)c1O | 11.2 | -14.6 | -1.2 | -1.0 | -0.1 | 0.3 | -0.8 | 2.3 | -1.2 | -12.2 | -1.2
CC(=O)N1CCOc2ccc(S(=O)(=O)NC(C)c3ccccc3)cc21 (configuration not stated) | 0.0 | 1.2 | -0.2 | -1.8 | 1.0 | -0.9 | 0.8 | 1.2 | 0.5 | -0.8 | -1.5
COc1cc(/C=C2\SC(=S)N(C(C(=O)O)c3ccccc3)C2=O)ccc1O (configuration not stated) | 2.2 | -12.1 | -3.8 | -0.3 | 0.9 | -0.6 | 1.2 | 6.9 | 3.1 | 1.0 | -1.5
CCOc1ccc(CCNC(=O)c2cc(-c3ccccc3)c(N3CCOCC3)s2)cc1OCC | -0.4 | 4.0 | -1.9 | -7.4 | -0.6 | -5.0 | . | -3.0 | -1.4 | -0.3 | -1.7
O=C(CN(Cc1ccco1)C(=O)CCC(=O)Nc1nccs1)NCc1ccccc1 | 6.7 | 1.4 | -0.3 | -0.9 | 3.0 | -1.4 | -2.2 | -2.4 | -0.1 | -0.6 | -1.6
CCC(=O)Nc1ccc(Cl)c(NC(=O)c2c(OC)cccc2OC)c1 | 4.4 | -0.9 | 1.0 | 0.3 | 1.6 | -0.7 | -0.7 | -0.6 | 0.2 | 0.0 | -1.4
CC(C)N1CC2(CC(c3ccccc3C(F)(F)F)=NO2)CN1C(=O)c1ccco1 (configuration not stated) | 1.0 | -7.2 | 1.5 | -1.3 | -2.1 | -2.8 | -0.1 | 0.0 | -0.2 | 0.4 | -1.0
CCC(Oc1ccccc1)C(=O)Nc1ccccc1N1CCCCC1 (configuration not stated) | -2.2 | 3.3 | -1.4 | -1.5 | 1.5 | 0.2 | -0.2 | -9.7 | 0.5 | 0.2 | -1.0
CN1C(=O)/C(=C/c2ccccc2OCc2ccccc2)NC1=S | 12.7 | 8.9 | 2.5 | 0.1 | -2.4 | -0.7 | 2.0 | 11.8 | 0.0 | -0.3 | -0.7
CCCCCC(=O)Nc1nc(C)c(-c2csc(Nc3ccccc3OCC)n2)s1 | 0.4 | -2.0 | 0.3 | -0.1 | -1.0 | 0.8 | -0.9 | -0.4 | 0.6 | 0.5 | -1.2
Cc1cccc(CC(=O)NCCn2c(C)cc3ccccc32)c1 | -4.0 | 1.2 | 0.3 | -0.8 | 1.7 | -0.7 | -2.5 | 3.2 | 0.2 | -0.2 | -0.7
COc1ccc(OCC(=O)N2CCN(C(=O)c3ccc([N+](=O)[O-])cc3)CC2)cc1 | -12.2 | 8.8 | -0.9 | -0.9 | -1.5 | 0.5 | 2.1 | -0.2 | 0.3 | -0.2 | -1.1
CC1CCN(C(=O)COC(=O)c2cc(Cl)c3c(c2)OCO3)CC1 | -1.4 | 11.7 | 10.3 | 2.1 | 2.7 | 3.9 | 1.1 | -1.4 | 1.1 | -0.1 | -0.8
C=CC(=O)NCC1OCCc2ccccc21 (configuration not stated) | -2.9 | 1.6 | 4.8 | 0.5 | -2.9 | -2.3 | -1.4 | 1.9 | 0.5 | 0.6 | -0.6
Nc1nc(SCC(=O)NNc2c(Cl)cc(Cl)cc2Cl)n[nH]1 | 4.6 | 9.3 | -0.1 | -0.2 | -4.4 | -1.6 | 1.9 | -1.5 | 0.8 | -0.6 | -1.4
New compounds follow
SMILES | GC-B act | sPLA2-III inh | hgDAF-12 ag | DAX1 inh-1 | SMARCA2 act | hcDAF12 agonist | GAA850 FXN act | NPR1 activator | DAX1 inh-2 | KLK7 zymogen act | ssDAF12 agonist
COc1ccc([N+](=O)[O-])cc1NC(=O)C(C)OC(=O)c1cccnc1Cl (configuration not stated) | -6.1 | 2.6 | -0.3 | -0.4 | -4.9 | -1.9 | 0.6 | -4.8 | -0.1 | 0.8 | -0.1
Cc1ccc(C(=O)OCC(=O)Nc2ccccc2Sc2ccccc2)cc1C | 2.3 | -0.5 | -2.9 | 0.2 | 6.0 | 0.1 | 0.5 | -3.9 | -1.1 | 0.7 | -0.8
COCCCNC(=O)CCCn1c(=O)c2ccccc2n(CC(=O)Nc2c(C)cc(C)cc2C)c1=O | -0.1 | 14.7 | 7.2 | 0.1 | -4.5 | 1.6 | -0.7 | -1.3 | 0.6 | 0.1 | -1.1
CCc1nnc(NC(=O)CC(C)c2ccccc2)s1 (configuration not stated) | 6.0 | -3.8 | 0.8 | 0.5 | 0.8 | 1.3 | -0.2 | -1.0 | 1.5 | -0.1 | -1.6
O=C1CC(=O)N(CCc2ccc(F)cc2)C(=O)N1 | 4.2 | -3.6 | 3.5 | 0.4 | -3.6 | 2.1 | 0.9 | 1.9 | -0.3 | 0.2 | -1.3
CCn1cnc2cc([N+](=O)[O-])ccc21 | 2.9 | 4.2 | 0.8 | -0.3 | -3.5 | 1.1 | 0.4 | -0.6 | -0.1 | -0.9 | -1.2
CCOc1ccc(C(=O)Nc2ccc(-c3nc4ccccc4[nH]3)cc2)cc1[N+](=O)[O-] | -2.3 | -3.7 | -1.3 | -0.7 | -2.0 | -2.8 | -3.6 | 4.1 | 0.5 | -0.4 | 0.0
CCOC(=O)c1sc(NC(=O)C(C)C)c(C#N)c1C | -3.9 | 8.5 | -2.8 | -0.4 | -2.0 | -1.2 | 0.1 | 6.8 | -1.3 | -0.2 | -2.3
O=C(NCc1ccccc1)c1ccc(CS(=O)Cc2cccc(Cl)c2)o1 (configuration not stated) | 4.4 | 4.6 | -1.0 | -1.3 | -5.0 | -1.0 | -1.5 | -4.6 | -1.4 | 0.1 | -1.2
CC1(C)NC(=O)N(CC(=O)O)C1=O | 5.7 | 6.2 | -1.5 | -0.1 | -4.3 | -0.5 | 0.3 | 1.6 | 1.4 | 0.2 | -1.0
O=C(N/N=C/c1cc([N+](=O)[O-])ccc1O)c1cc(-c2ccccc2)nc2ccccc12 | -6.8 | 2.9 | 0.6 | -0.5 | -0.7 | -0.8 | 0.5 | -4.2 | 1.4 | 0.2 | -1.4
CCOc1ccc(CCNC(=O)COC(=O)Cn2nc(C)c([N+](=O)[O-])c2C)cc1OCC | 4.8 | 7.0 | -0.8 | 1.2 | -1.5 | -2.0 | -0.3 | 1.1 | 2.7 | -0.6 | -1.4
CCOc1ccc(NC(=O)Nc2cc(C)ccc2F)cc1 | 3.2 | 2.0 | 7.9 | 1.7 | 1.8 | 3.3 | 3.7 | 4.6 | 2.8 | 0.0 | -0.8
Nc1nc(NC(=O)/C=C/c2ccc(F)cc2)nn1-c1ccccc1 | -10.6 | -0.9 | 4.1 | 0.1 | -3.5 | 0.2 | 1.7 | -1.2 | -2.6 | -0.4 | -1.8
Cc1c(C(=O)NC(C)C)oc2c1-c1[nH]ncc1CC2 | 7.3 | -11.6 | -0.5 | -0.2 | -0.4 | -0.1 | -1.4 | -0.7 | -0.8 | -0.3 | -1.1
Cc1ccc(S(=O)(=O)N(C)C[C@@H]2Oc3c(NC(=O)C4CC4)cccc3C(=O)N([C@@H](C)CO)C[C@@H]2C)cc1 | 0.9 | -8.4 | -1.3 | 0.5 | -4.3 | -1.3 | -0.3 | -7.8 | 0.1 | 0.2 | -0.6
C[C@@]12C[C@@H]3C(=O)N(Cc4ccccc4)CC(=O)N3[C@@H]1N(S(=O)(=O)c1ccccc1)c1ccccc12 | -5.3 | -2.5 | -1.0 | 0.0 | -0.5 | -2.6 | . | 1.2 | . | 0.2 | -1.4
O=C(/C=C/[C@H]1O[C@@H](n2cnc3c(NC(=O)c4ccccc4)ncnc32)[C@H](O)[C@@H]1O)NCCc1ccc(F)cc1 | -5.4 | 1.3 | -0.6 | 0.2 | 2.0 | -1.1 | . | 2.1 | . | 0.4 | -0.9
COC(=O)COc1ccc(C(=O)OC)cc1 | -6.7 | 0.1 | 2.0 | -0.3 | 5.5 | -1.9 | 0.2 | -0.6 | -1.4 | -0.3 | -1.0
CC(c1ccco1)N(C(=O)C12CC3CC(CC(C)(C3)C1)C2)c1ccccn1 (configuration not stated) | 1.8 | 5.6 | 1.3 | 0.5 | -0.2 | 1.2 | 5.3 | 2.0 | 1.3 | 0.0 | -1.3
O=C(NC(=S)NC1CCCc2ccccc21)c1ccc(F)cc1 (configuration not stated) | -3.5 | 8.3 | -1.9 | -0.8 | -2.6 | -1.8 | 0.9 | -2.7 | -0.4 | -0.2 | -1.4
